MOR-DOR inv ag – inverse agonists of MOR-DOR heterodimerization, primary screen, cell-based, luminescence | Mu-type opioid receptor (Homo sapiens) + Delta-type opioid receptor (Homo sapiens), … | cell-based MOR-DOR heterodimer luminescence, inverse agonism | inhibition, % at 9.3 µM | 0.21% of 340,000 active; in the data active = inhibition above about 22%, passing the limit was not always enough;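 also: 0% = cells with DMSO and 100% = wells without cells with DMSO; values of inactives mirror those of a sister screen read the other way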
DSG3 Ab inh – inhibitors of pemphigus antibody binding to DSG3, primary screen, biochemical, bead-based, flow cytometry, scFv-GFP; Desmoglein-3 (Homo sapiens), P32926; AID 588358, 2011; 0.48% of 310,000 active; DSG3-coupled beads, scFv-anti-DSG3-GFP binding; hits give low values; binding (percent of control), % at 10 µM;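 active = binding more than 3 SD below its plate's average and above zero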;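 also: hits lower antibody fragment binding to DSG3; some compounds called inactive have numbers as strong as hits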
Target sequence (P32926 whole entry, looked up, the tested form may be a part): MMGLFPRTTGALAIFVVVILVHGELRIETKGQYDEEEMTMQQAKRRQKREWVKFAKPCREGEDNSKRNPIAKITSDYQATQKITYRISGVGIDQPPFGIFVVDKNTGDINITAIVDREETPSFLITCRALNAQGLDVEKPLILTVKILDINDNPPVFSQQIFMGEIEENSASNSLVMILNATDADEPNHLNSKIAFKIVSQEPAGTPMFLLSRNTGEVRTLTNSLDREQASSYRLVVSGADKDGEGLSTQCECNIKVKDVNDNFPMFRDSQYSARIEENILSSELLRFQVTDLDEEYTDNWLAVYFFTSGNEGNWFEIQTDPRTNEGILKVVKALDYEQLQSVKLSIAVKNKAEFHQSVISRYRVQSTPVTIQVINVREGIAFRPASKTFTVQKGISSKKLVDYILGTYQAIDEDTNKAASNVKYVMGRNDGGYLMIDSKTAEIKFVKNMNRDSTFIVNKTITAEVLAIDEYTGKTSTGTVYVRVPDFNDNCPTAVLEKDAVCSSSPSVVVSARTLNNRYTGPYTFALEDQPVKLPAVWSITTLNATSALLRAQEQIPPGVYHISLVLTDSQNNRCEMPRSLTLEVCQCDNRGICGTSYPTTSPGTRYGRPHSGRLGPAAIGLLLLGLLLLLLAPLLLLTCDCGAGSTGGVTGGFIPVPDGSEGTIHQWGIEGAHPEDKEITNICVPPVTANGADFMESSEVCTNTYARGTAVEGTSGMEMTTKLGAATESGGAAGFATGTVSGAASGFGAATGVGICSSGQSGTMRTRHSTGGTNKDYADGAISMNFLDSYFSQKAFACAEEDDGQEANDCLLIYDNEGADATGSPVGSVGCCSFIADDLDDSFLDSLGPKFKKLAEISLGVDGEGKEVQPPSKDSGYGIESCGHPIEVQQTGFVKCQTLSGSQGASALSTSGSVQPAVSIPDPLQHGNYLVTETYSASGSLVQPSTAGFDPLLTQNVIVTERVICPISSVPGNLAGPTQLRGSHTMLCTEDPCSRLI
Cardiac RTF inh – cardiac RTF calcium sensitivity inhibitors, primary screen, biochemical, IANBD-TnC fluorescence, EC70 calcium; Troponin I, cardiac muscle (Homo sapiens) + Troponin T, cardiac muscle (Homo sapiens) + …; IANBD-labeled cardiac RTF, Ca2+ fluorescence; inhibition, % at 7.15 µM; 0.12% of 340,000 active; AID 493244, 2011;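 active = inhibition above the mean inhibition of all tested compounds plus 3 SD, cut at about 17% in these data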;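 also: assay run at fixed EC70 calcium of 1.6 mM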
V-ATPase pHluor – regulators of yeast V-ATPase proton pumping, primary screen, pHLuorin cytosolic pH fluorescence; S. cerevisiae; response, % at 10 µM; 0.37% of 350,000 active; in the data active = response mostly above about 7.3%, no sharp cut-off; inactive = mostly below about 5.4%; also: actives read high; inactives centre near 0; some compounds called inactive have numbers as strong as hits; reference of the scale not given here
RTF Ca sens act – cardiac RTF calcium sensitivity activators, primary screen, biochemical, IANBD-TnC fluorescence, EC20 calcium; 0.24% of 340,000 active; Troponin I, cardiac muscle (Homo sapiens) + Troponin T, cardiac muscle (Homo sapiens) + …; IANBD-labeled TnC RTF fluorescence at EC20 calcium; 0% EC20 calcium, 100% full calcium; activation, % at 7.2 µM; AID 493008, 2010;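 active = activation above the mean over all tested compounds plus 3 SD, cut at about 30% in these data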;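 also: rise in fluorescence read as greater calcium sensitivity of cardiac thin filaments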
Arr AP2 block – inhibitors of beta-arrestin/AP2 binding, primary screen, biochemical, GPCR trafficking, flow cytometry; beta-arrestin 1 C-terminal peptide binding to AP2 beta2-adaptin appendage (human); FITC-arrestin peptide / GST-AP2 beads; AP2 beta2 appendage carries R879A mutation; inhibition, % at 10 µM; 0.31% of 340,000 active; AID 504490, 2011;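 active = inhibition above a set limit, near 3 SD of compounds lacking own fluorescence, cut at about 54% in these data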;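 also: plate controls were DMSO wells for no effect and 5 µM unlabelled arrestin peptide for full effect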
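System: GST-AP2 R879A bound to glutathione beads, E. coli-expressed. Also added: 50 nM FITC-arrestin peptide. Schedule: compound with beads 12 min RT, then probe 1 h RT. Signal: bead flow cytometry, FITC channel. Read-out basis: percent response.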
OPRM1-OPRD1 ag – agonists of OPRM1-OPRD1 heterodimerization, primary screen, cell-based, luminescence. activation, % at 9.3 µM. 0.3% of 340,000 active. cells. Mu-type opioid receptor (Homo sapiens) + Delta-type opioid receptor (Homo sapiens), …. AID 504326, 2011; in the data active = activation above about 18%;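 also: 0% = vehicle-treated cells and 100% = reference agonist; values of inactives mirror those of a sister screen read the other way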
Keap1-Nrf2 PPI – Keap1-Nrf2 protein-protein interaction inhibitors, primary screen, biochemical, fluorescence polarization, single point | Kelch-like ECH-associated protein 1 (Homo sapiens), Q14145 | Keap1 Kelch-Nrf2 peptide fluorescence polarization, 1536-well | inhibition, % at 9.4 µM | 0.15% of 340,000 active; in the data active = inhibition above about 12%;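 also: human Keap1 Kelch domain with fluorescein labeled Nrf2 9mer peptide probe; 0% = neutral control wells and 100% = peptide positive control; higher means more block of Keap1 binding to Nrf2 peptide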
C-LANA FP – inhibitors of KSHV C-LANA binding to DNA, primary screen, biochemical, fluorescence polarization, FAM-LBS DNA, MBP-C-LANA, single point. inhibition, % at 9 µM. 0.078% of 340,000 active;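 active = highest replicate inhibition at or above 60% at 9 µM, even if other replicates fall short; inactive = all replicates below 60% inhibition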;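 also: 0% = neutral control wells and 100% = 4 µM acridine orange control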
Wnt bcat act – Wnt/beta-catenin pathway activators, primary screen, cell-based, plate reader, single point; 1.2% of 300,000 active; activation, % at 9.35 µM; Wnt/beta-catenin reporter cell assay, activator; in the data active = activation above about 30%, passing the limit was not always enough;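 also: 0% = neutral control wells and 100% = positive control wells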
* marks the source's active call; other numbers are inactive results; nt = not tested or not shown.

entry | Compound | V-ATPase pHluor | Arr AP2 block | RTF Ca sens act | OPRM1-OPRD1 ag | Cardiac RTF inh | Keap1-Nrf2 PPI | Wnt bcat act | C-LANA FP | DSG3 Ab inh | MOR-DOR inv ag
1 | CCn1c(SCc2ccc(C(=O)Nc3nccs3)cc2)nnc1-c1ccc(N)cc1 | 2 | -1 | 5 | 5.1 | -10 | -3 | nt | -1.6 | 105 | -29
2 | C=CCN(C(=O)CNC(=O)c1cccs1)C(C(=O)NC1CCCCC1)c1cccnc1 (centres undefined) | -2 | 11 | 0 | -2.6 | -1 | 1 | nt | -0.8 | 96 | 13
3 | COC(=O)c1cc(NS(=O)(=O)c2ccc(N3CCOCC3)c(NC(C)=O)c2)cc(C(=O)OC)c1 | 8 | 8 | 3 | -3.2 | -7 | 2 | -1 | -0.6 | 88 | 16
4 | Cc1ccc(CNC(=O)c2coc(=O)c3ccccc23)o1 | 6 | -5 | -2 | -1.5 | -2 | -4 | nt | -1.6 | 102 | 7
5 | Cc1ccc(S(=O)(=O)N2CCCCC2)cc1NC(=O)c1ccc(Br)o1 | -2 | 18 | -2 | -2.6 | 7 | -2 | -4 | 0.5 | 101 | 10
6 | COc1cccc(C(=O)Nc2cccnc2)c1 | -4 | 4 | 2 | -1.7 | 7 | -1 | 3 | 1.9 | nt | 9
7 | COc1ccc(NC2=CC(c3ccc(F)cc3)N(c3ccc(OC)cc3)C2=O)cc1 (centres undefined) | -1 | 8 | -2 | 0.9 | -3 | 0 | -1 | -1.3 | 109 | -5
8 | Cc1ccccc1NC(=O)Cc1nc(COC(=O)c2cccc([N+](=O)[O-])c2)cs1 | 1 | 15 | 3 | 3.2 | -10 | -1 | -3 | -1.0 | 78* | -17
9 | Cn1c(SCC(=O)c2ccc3c(c2)OCCO3)nnc1C1CC1 | 3 | 0 | 10 | -0.1 | 5 | -3 | 3 | -1.1 | nt | 1
10 | CC(C)(C)NC(=O)NCCc1ccccc1 | -1 | 25 | -1 | -1.6 | 1 | -1 | -1 | -0.1 | 109 | 8
11 | CCCn1c(N)c(N2CCCCC2)c(=O)n(CC(=O)Nc2ccc(C(C)=O)cc2)c1=O | 0 | 32 | 4 | -1.6 | 2 | -2 | 2 | -0.1 | 98 | 6
12 | Brc1cccc(OCCCCN2CCCCC2)c1 | 5 | 17 | -5 | -0.1 | -3 | -1 | 1 | 1.7 | 98 | 1
13 | CCOC(OCC)P(=O)(C(C)C)C(C)C | 3 | -3 | 3 | -1.6 | -1 | -1 | -2 | -2.5 | nt | 7
14 | CC1=Nc2ccccc2N=C(NC(=O)CSC(=S)N2CCCCC2)C1c1ccccc1 (centres undefined) | 5 | -5 | -1 | -3.4 | 1 | -2 | -1 | -1.7 | 109 | 18
15 | CC1CCCC(C)N1C(=O)COC(=O)c1cc(-c2cccs2)nn1-c1ccccc1 (centres undefined) | 0 | -19 | -1 | 1.2 | 3 | -3 | -1 | 2.6 | 105 | -8
16 | CC(C)Cn1c(SCC(=O)N2CCN(S(=O)(=O)c3ccccc3)CC2)nc2ccccc21 | -6 | 6 | 0 | 0.8 | -8 | -4 | -1 | 0.3 | 102 | -4
17 | CCN(Cc1cc2ccccc2[nH]c1=O)C(=O)C1CCCCC1 | -1 | 1 | -3 | -2.1 | -5 | 3 | -6 | -2.6 | 98 | 12
18 | CCCN(CCC)S(=O)(=O)c1ccc(C(=O)N2CCC(=O)c3ccccc32)cc1 | 5 | 5 | -2 | 0.1 | -8 | -2 | nt | -4.3 | 97 | -1
19 | CS(=O)(=O)N1CCN(C(=O)c2csc3ccccc23)CC1 | 0 | -1 | 3 | 1.0 | -11 | 7 | nt | -1.0 | 130 | -6
20 | O=C(COC(=O)c1cc[n+]([O-])cc1)Nc1cc([N+](=O)[O-])ccc1Cl | -1 | -3 | 0 | -0.2 | -9 | -1 | -1 | -1.4 | 102 | 2
21 | COc1ccc(NC(=O)CCCCC(=O)Nc2ccc(OC)cc2)cc1 | 4 | 27 | 5 | -3.0 | 2 | 2 | 1 | 0.6 | 92 | 15
22 | CC(NC(=O)CN(C)Cc1nc2ccccc2c(=O)[nH]1)c1ccccc1 (centres undefined) | 1 | -1 | 4 | -1.4 | -7 | 0 | nt | 1.6 | 79 | 8
23 | N=c1c(C(=O)NC2CCCC2)cc2c(=O)n3ccccc3nc2n1CC1CCCO1 (centres undefined) | -41 | -26 | -3 | -2.2 | -5 | 0 | -1 | 0.1 | nt | 17
24 | CC(SC1=NCCN1S(C)(=O)=O)c1ccccc1 (centres undefined) | 4 | -1 | 0 | -1.5 | -14 | -2 | 0 | -0.3 | 113 | 8
25 | Clc1cccc2c1Sc1ccccc1CC2N1CCNCC1 (centres undefined) | 0 | -16 | -2 | 12 | 4 | -8 | -6 | 1.1 | nt | -65
26 | O=c1[nH]nc(-c2ccc(F)cc2)cc1Cc1ccc(F)cc1 | 0 | 3 | -1 | 2.2 | -6 | 5 | 5 | -0.3 | 93 | -11
27 | CCS(=O)(=O)N1CCC(C(=O)Nc2cc(Cl)ccc2O)CC1 | -3 | 30 | 5 | 0.1 | -7 | -4 | -11 | -0.8 | 109 | -1
28 | COc1ccc(OC)c(CCNC(=O)CS(=O)(=O)Cc2nc(-c3ccccc3Cl)oc2C)c1 | 1 | 6 | 0 | 1.1 | -2 | -2 | 0 | 0.1 | 102 | -6
29 | O=C(c1ccc(S(=O)(=O)N2CCCCC2)cc1)N(c1ccccn1)C1CCCCC1 | 0 | 0 | -1 | 2.3 | -3 | -7 | -3 | 1.0 | 98 | -12
30 | O=C(NCc1ccccn1)c1ccc(Cn2c(=S)[nH]c3ccccc3c2=O)cc1 | 0 | -12 | 0 | -0.3 | -36 | -2 | -4 | -2.5 | 95 | 2
31 | Cc1ccc(S(=O)(=O)N2CCC(C(=O)Nc3ccccc3N3CCCCC3)CC2)cc1 | -1 | -2 | -8 | 0.6 | 9 | 4 | -1 | 0.6 | 103 | -4
32 | c1ccc2c(c1)OCC(c1nnc3sc(-c4ccc5c(c4)OCO5)nn13)O2 (centres undefined) | 9 | 2 | -2 | -0.3 | -10 | -4 | nt | 1.6 | 90 | 2
33 | COc1cc(NC(=O)CNC(=O)Cn2ccc3ccccc3c2=O)cc(OC)c1OC | 1 | -8 | -6 | 0.8 | -6 | 1 | -1 | -1.0 | 94 | -7
34 | Cc1cccc(C)c1NC(=O)Cn1c(=O)n(CCC(=O)NCc2ccco2)c(=O)c2sccc21 | 0 | -5 | -2 | -0.8 | -2 | -3 | nt | -0.2 | 100 | 4
35 | Cc1cc(C)n(-c2ncnc3sc4c(c23)CC(C)CC4)n1 (centres undefined) | -6 | 7 | -2 | 1.3 | -4 | -3 | nt | -0.4 | 100 | -7
36 | O=C(CCS(=O)(=O)c1ccc2c(c1)NC(=O)CS2)NCc1cccs1 | 7 | -4 | 1 | -2.5 | -6 | -7 | 1 | 1.6 | nt | 13
37 | COc1cccc(CN2CCCC(C(=O)Nc3ccc(-c4cscn4)cc3)C2)c1 (centres undefined) | -2 | 21 | 7 | 0.7 | -11 | 0 | 1 | -0.6 | 106 | -4
38 | COC(=O)Cc1cc(=O)oc2cc(O)ccc12 | 0 | 35 | 0 | -2.6 | 1 | 0 | -2 | 0.2 | 105 | 13
39 | CCC(C)N(C(=O)CSc1nc(C)c(C)c(C)c1C#N)C1CCS(=O)(=O)C1 (centres undefined) | -1 | 10 | 1 | -2.3 | 1 | 3 | -3 | -2.8 | nt | 9
40 | C=CCn1c(=S)sc2c(=O)[nH]c(C)nc21 | -2 | 14 | nt | nt | nt | nt | 2 | nt | 114 | nt
41 | CCOc1ccc(NC(=O)CN(C)C(=O)c2cn(-c3ccc(C)cc3)nc2-c2cccc(OC)c2)cc1OCC | -5 | 1 | -5 | -1.6 | 0 | 1 | -2 | 0.1 | nt | 6
42 | COc1cc(C)ccc1OCCOc1c(C)cc(Cl)cc1Cl | -2 | -5 | 1 | 2.5 | -6 | 1 | 0 | 1.0 | 98 | -13
43 | Cn1cc([N+](=O)[O-])c(C(=O)NCc2cc3cc(Cl)ccc3[nH]2)n1 | 0 | nt | 13 | -1.2 | 3 | -4 | nt | 0.0 | 100 | 6
44 | CCC(=O)Nc1ccc(C(=O)CSc2nnc(-c3ccc(O)cc3)n2CC2CCCO2)cc1 (centres undefined) | -3 | -17 | 1 | -3.3 | 2 | 2 | nt | 0.8 | 99 | 18
45 | CCC(C)NC(=O)c1cccc(OCc2c(C)noc2C)c1 (centres undefined) | -2 | 8 | 1 | -3.5 | -2 | -1 | -3 | -0.3 | 84 | 18
46 | O=C(CSc1nc2ccccc2o1)NCc1ccco1 | 0 | 0 | -3 | -1.9 | 1 | -3 | nt | -1.1 | 95 | 10
47 | COc1ccccc1C(=O)Nc1nnc(S(=O)(=O)N(C)Cc2ccccc2)s1 | 3 | 21 | -6 | 0.9 | -4 | -5 | 0 | 0.2 | nt | -5
48 | CCCc1nc(SCC(=O)NCC2CCCO2)c2c(=O)n(C)c(=O)n(C)c2n1 (centres undefined) | 1 | 9 | -5 | -0.2 | -5 | -1 | 1 | 0.0 | 110 | 1
49 | O=C1C=C(c2ccccc2)OC2(CCCC2)O1 | -4 | -10 | -3 | -3.7 | 1 | -4 | 3 | 0.1 | 98 | 16
50 | Cc1ccc(/C=N/NS(=O)(=O)c2ccccc2)o1 | 5 | 1 | 7 | -2.5 | -32 | 1 | -1 | -0.7 | 109 | 13
51 | COc1ccc(NC(C)=O)cc1NC(C)C(=O)Nc1ccc(F)c(F)c1F (centres undefined) | 2 | -12 | 7 | -1.2 | 6 | 0 | nt | 0.1 | 109 | 7
52 | O=C1NC(=O)/C(=C/c2cccc(O)c2)N1 | -1 | 27 | -1 | -1.4 | -8 | -2 | -1 | 1.6 | 91 | 7
53 | CN(Cc1ccc(F)cc1)C(=O)c1cccc(S(=O)(=O)N2CCN(c3ccccc3)CC2)c1 | -4 | 31 | -2 | -0.2 | 3 | -3 | -7 | -0.2 | 102 | 1
54 | O=C(O)CCn1c(=O)c2ccccc2c2ccccc2c1=O | 0 | 3 | 4 | -2.7 | -2 | -4 | nt | -1.8 | 107 | 16

Screens as filed in PubChem BioAssay.
